From PubChem
rad50 = NCI yeast anticancer drug screen, S. cerevisiae rad50 strain; growth inhibition, % at 50 µM; 79,000 tested, 10% active;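 note: 0% = growth of vehicle-only cultures of the same strain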
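Inhibition values express reduced yeast growth in compound-treated cultures relative to vehicle-treated controls.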
yeast bub3 = NCI yeast anticancer drug screen, S. cerevisiae bub3 mutant strain; growth inhibition, % at 50 µM; 78,000 tested, 9.9% active; AID 167, 2004;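 note: 0% = growth of vehicle-only cultures of the same strain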
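Steps: expose the mutant yeast strain to compound; grow alongside vehicle-treated cultures; measure growth; express inhibition against the vehicle cultures.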
cln2 rad14 = NCI yeast anticancer drug screen, S. cerevisiae cln2 rad14 strain. growth inhibition, % at 50 µM. 78,000 tested, 8.3% active;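 note: 0% = growth of vehicle-only cultures of the same strain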
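Yeast carrying cln2 and rad14 alterations (cell cycle control and DNA damage repair) were exposed to compounds. Growth inhibition was measured against vehicle-treated controls.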
yeast mlh1 rad18 = NCI yeast anticancer drug screen, S. cerevisiae mlh1 rad18 strain | % growth inhibition at 50 µM | 79,000 tested, 11% active | AID 175, 2004;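 note: 0% = growth of vehicle-only cultures of the same strain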
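Cells of a genetically altered yeast strain, deficient in DNA damage repair, were treated with compound. Their growth was then compared with that of vehicle-treated cultures to give inhibition.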
sgs1 mgt1 = NCI yeast anticancer drug screen, S. cerevisiae sgs1 mgt1 strain; growth inhibition, % at 50 µM; AID 161, 2004; 78,000 tested, 10% active;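 note: 0% = growth of vehicle-only cultures of the same strain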
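This yeast growth screen uses a strain with defined DNA-repair lesions; compound-treated growth is compared with vehicle-treated growth.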
yeast mec2-1 = NCI yeast anticancer drug screen, S. cerevisiae mec2-1 strain | growth inhibition, % at 50 µM | 79,000 tested, 9% active | AID 157, 2004;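 note: 0% = growth of vehicle-only cultures of the same strain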
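Growth inhibition is read against vehicle-treated controls after compound exposure of the mec2-1 yeast strain, which is defective in DNA damage repair or cell cycle control.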
* = called active by the depositor; . = not tested or not shown; & = joins results of further samples. Cut-off read from the data, not from the text of the source: active = growth inhibition above about 70%; inactive = the rest.

Sequence of screens – rad50, yeast bub3, cln2 rad14, yeast mlh1 rad18, sgs1 mgt1, yeast mec2-1
> Cc1ncc2c(n1)NC(c1ccc([N+](=O)[O-])cc1)NC2 (stereo not drawn)
  0, 15, -4, -2, -17, -3
> Cc1cc(Cl)c(Cl)cc1NC(=O)/C=C\c1ccccc1
  3, 31, -5, 35, 25, 19
> COC(=O)N1C=CC2ON=C(OC)C2C1 (stereo not drawn)
  2, 11, -4, -3, 8, 15
> COc1cccc2c1[C@H]1OC(=O)NC1CCCCC2 (stereo partly drawn)
  2, -27, 16, -35, -17, -13
> CN1CCCc2nc3ccccc3n2C1
  2, 6, -3, -3, -20, -2
> CCCC(=O)C(CC)/C(CCC(=O)N(Cc1ccccc1)Cc1ccccc1)=N/NC(=O)C[N+](C)(C)C (stereo not drawn)
  28, -8, 22, 40, 7, 5
> COc1ccc(C(CNC(C)=O)c2ccccc2)cc1OC (stereo not drawn)
  -18, 9, -30, -2, -7, -1
> NC(N)=NCCCCCCC(=O)Nc1ccc(S(N)(=O)=O)cc1
  20, -9, -11, -12, -9, -3
> O=C(Nc1ccc(F)cc1)c1cc(Br)cc(Br)c1O
  45, 18, 33, 68, 64, 52
> CCOC(=O)C(CC)C1=CCCCC1 (stereo not drawn)
  -21, -11, 12, -9, -11, -49
> O=C(NCc1ccco1)Nc1ccccc1C(F)(F)F
  2, 20, 20, 17, 18, 0
> CC(=O)OCC1OC(n2cnc3c(=S)nc[nH]c32)C(OC(C)=O)C1N(C)C(C)=S (stereo not drawn)
  39, 1, 10, 13, 38, -4
> Clc1nc(Cl)nc(-c2cccn2-c2ccccc2)n1
  0, ., ., 6, ., -38
> C#CC[N+]1=CN(c2ccc(C)cc2)Cc2cc(C)ccc21
  -17, ., ., -13, ., -32
> NCCN1CCNC1=O
  32, 8, 8, -5, 15, 13
> Clc1ccc(N=Nc2ccccc2)cc1
  -2, 2, -15, 5, 4, 12
> O=c1c2sc3ccccc3c2ncn1CN1CCOCC1
  20, 16, -29, 27, 7, 12
> N#Cc1ccc(OC(=O)Nc2ccc(Cl)c(Cl)c2)cc1
  -8, 10, 8, 6, 21, -4
> COc1ccc(/C=C(\C#N)c2ccccc2)cc1OC
  87*, 84*, 54, 90*, 88*, 87*
> Cn1c2c(c(=O)c3ccccc31)CC(O)C(C)(C)O2 (stereo not drawn)
  -24, 3, 6, -3, -6, -36
> CCOC(=O)C(=CNc1ccc(NC2=NCC(C)S2)cc1)C(=O)OCC (stereo not drawn)
  0, -36, -8, -47, -20, 0
> CC(NNC(=S)N1CCCC1)c1cc2ccccc2cn1 (stereo not drawn)
  89*, 88*, 90*, 92*, 91*, 91*
> Cn1c(=O)c2c(nc3sc4nc5ccccc5nc4n32)n(C)c1=O
  -10, -30, -25, 13, -5, -16
> C=C(C)C(=O)O[C@H]1[C@H]2[C@H](OC(=O)[C@H]2C)[C@H](O)[C@@H](C)[C@@H]2C=CC(=O)[C@]21C
  31, 57, 47, -31, 70, 30
> CC(CO)Cc1ccccc1 (stereo not drawn)
  -2, -4, 7, -10, -11, -13
> O=C(NCCOC(=O)CCCCCCCCC(=O)OCCNC(=O)NC(=O)c1cn(Cc2ccccc2)c(=O)[nH]c1=O)NC(=O)c1cn(Cc2ccccc2)c(=O)[nH]c1=O
  -36, -7, 2, -27, -30, -34
> O=C(O)COc1ccc(C(=O)/C(SS/C(C(=O)c2ccc(OCC(=O)O)c(Cl)c2Cl)=C2\C=C(c3ccc(Br)cc3)SS2)=C2/C=C(c3ccc(Br)cc3)SS2)c(Cl)c1Cl
  -27, 1, 1, 28, -21, -24
> CCOC1=C(C#N)C(=O)NC2OC(CO)C(O)C2O1 (stereo not drawn)
  11, 18, -9, 16, 12, 5
> O=[N+]([O-])c1cccc(Cc2ccc(Cc3cccc([N+](=O)[O-])c3)cc2)c1
  5, -18, -44, -5, -7, -14
> CN1CC[C@@H](c2c(O)cc(O)c3c(=O)cc(-c4ccccc4Cl)oc23)[C@@H](O)C1
  0, 0, -15, 23, -1, -17
> CC(C)[Si](OC1=CCC[C@H]2NC(=O)[C@@H](Cc3ccc([N+](=O)[O-])cc3)[C@@]12C)(C(C)C)C(C)C
  5, -2, -3, 10, 9, -4
> O=C(C[N+]1(c2ccccc2)CCOCC1)c1ccccc1
  28, -4, 5, 21, -14, 6
> CC(=O)OCC1OC(n2cnc3c(Cl)nc(Cl)nc32)C(OC(C)=O)C1OC(C)=O (stereo not drawn)
  74*, 70*, 73*, 74*, 75*, 54
> O=C(O)c1ccc(S(=O)(=O)Cl)cc1
  -3&-15, -7&-20, 6&-23, -8&-11, -3&0, -10&-19
> O=c1nc(NC2CCCCCCCCCCC2)ccn1C1OC(CO)C(O)C1O (stereo not drawn)
  3, -5, 17, 0, -3, -2
> Cc1ccc(NC(=S)/C(=C(/[O-])c2ccc([N+](=O)[O-])cc2)[n+]2ccccc2)c(C)c1
  -4, 1, -27, 12, -12, -4
> NC(=S)N/N=C/c1ncccc1F
  33, 30, -2, 40, 35, 48
> CC(=Nc1cccc(C(F)(F)F)c1)c1c(O)cc(C)oc1=O
  9, 28, 12, 35, 25, 15
> Cc1cc(Br)ncc1[N+](=O)[O-]
  -13, -4, -6, -8, -1, 3
> CN(C)CCSC(=Nc1ccccc1)N1C=COC=C1
  -47, 3, 25, -26, -31, -15
> CCOC(=O)c1nc2ccccc2nc1NCc1ccc(OC)c(OC)c1
  1, 0, 20, -11, -8, 13
> CCCC(=O)C[n+]1ccccc1
  -13, -6, -43, -2, 2, -19
> O=C(CC(=O)c1ccccc1)Nc1ccccn1
  -13, 0, 2, 0, -12, -10
> CN(C)c1nc2c([nH]1)c(=O)n(C)c(=O)n2C
  22, -10, 5, 5, 2, -15
> CCCCCCCCCCCCCCCCOc1ccc(/C=N/Nc2ccccc2)cc1OC
  -20, -32, 1, -14, -26, -22
> O=C1C(O)=C(Cl)C(=O)C(OC2=C(Cl)C(=O)C(OC3=C(Cl)C(=O)C(OC4=C(Cl)C(=O)C(Cl)=C(Cl)C4=O)=C(Cl)C3=O)=C(Cl)C2=O)=C1Cl
  10, -2, -4, 22, -17, 4
> C/C(=C/c1ccccc1)C(=O)Cl
  1, -7, -14, -5, 8, -14
> Cc1ccc(S(=O)(=O)NNc2nc(N3CCOCC3)nc(N3CCOCC3)n2)cc1
  28, 18, 71*, 26, 63, 15
> CCCCOC(=O)C1=NNC(=O)C1
  -18, -12, -10, -12, -12, -18
> CC(Cl)C(=O)N(C)c1ccccc1 (stereo not drawn)
  4, -15, -16, -14, -3, -15

(cont.)
Sequence of screens – rad50, yeast bub3, cln2 rad14, yeast mlh1 rad18, sgs1 mgt1, yeast mec2-1
> C/C(=N\NC(=S)N1CCCCCC1)c1nccnc1C
  86*, 87*, 86*, ., 90*, 90*
> O=C(c1cc(Cl)ccc1Cl)N1CCN(C(=O)c2cc(Cl)ccc2Cl)CC1
  -62, 3, -1, -22, -18, 3
> CC1=NN(C(=O)c2ccc(Cl)cc2)C(=O)/C1=C/c1ccc(O)cc1
  -7, -4, -8, -20, -39, -17
> CSC(=NC#N)N(C)C
  -3, 2, -2, 0, -5, 5
> N#C/C(=C\c1ccccc1)c1nc(-c2cc3ccccc3oc2=O)cs1
  -11, -4, 2, -49, 10, 5
> CCc1nnc2c(C)c(C)nc(C)n12
  21, 17, -16, 2, -16, 2
> Nc1cccc(C(=O)c2ccc(-c3nc4ncnc(N)c4[nH]3)cc2)c1
  6, -4, 1, -7, -21, 15
> CCOC(=O)COc1ccc(Cc2ccc3c(c2)OCO3)cc1C
  -1, 16, -6, 1, -2, 3
> CCC(CCCN)Nc1cc(OC)cc2c(C)ccnc12 (stereo not drawn)
  -54, 21, -4, -21, 2, -3
> O=C1OC(=O)c2c(Cl)c(Cl)c(Cl)c(Cl)c21
  9, -6, -35, 2, 24, 0
> Cc1cc2nc3c(C(O)C(O)C(O)CO)nn(-c4ccccc4)c3nc2cc1C (stereo not drawn)
  -3, -5, -16, 16, -9, 5
> O=C1c2ccc(Cl)cc2C(=O)c2cc(Cl)ccc21
  92*, 89*, 14, 77*, 65, 47
> CCCCCCCCCCCCCCCCOCCCCCCCCCCCCCCCC
  -38, -13, -1, -32, -21, -19
> COc1cc(C(=O)n2ncc(C(C)=O)c2C)cc(OC)c1OC
  -4, 0, 11, 8, 13, -18
> COc1ccc(N2C(=O)C3c4[nH]c5ccc(C)cc5c4C4CCC(C)CC4C3C2=O)cc1 (stereo not drawn)
  -24, -13, -7, -5, 2, -1
> COc1ccccc1C1(c2ccccc2OC)OC(=O)c2ccccc21
  78*, 77*, 69, 76*, 80*, 61
> Fc1ccc(C2(CCCN3CCc4[nH]c5cc(F)ccc5c4C3)OCCO2)cc1
  70*, 40, 83*, 91*, 85*, 79*
> Nc1c(F)cccc1F
  -16, -1, 20, -8, -6, 12
> CC(Nc1cc(Cl)cc(Cl)c1)c1ccncc1 (stereo not drawn)
  37, 43, 22, 43, 43, 56
> [O-][n+]1c2ccc(O)cc2nc2ccc(Br)cc21
  88*, 84*, 49, 92*, 65, 79*

Next section; the last three above are carried over.
Sequence of screens – rad50, yeast bub3, cln2 rad14, yeast mlh1 rad18, sgs1 mgt1, yeast mec2-1
> Nc1c(F)cccc1F
  -16, -1, 20, -8, -6, 12
> CC(Nc1cc(Cl)cc(Cl)c1)c1ccncc1 (stereo not drawn)
  37, 43, 22, 43, 43, 56
> [O-][n+]1c2ccc(O)cc2nc2ccc(Br)cc21
  88*, 84*, 49, 92*, 65, 79*
> CCN(CC)CCNC(=O)c1cn2c(ccc3sc4ccccc4c(=O)c32)n1
  71*, 26, 38, 29, 49, 57
> Nc1[nH]c(=O)nc2snnc12
  2, 6, 16, -58, 15, -2
> COc1nc2n[nH]nc2c(=O)n1C
  -6, -5, 14, -22, -13, -11
> COc1ccc(N=Nc2c(C)nn(C(=O)c3ccncc3)c2C)cc1
  -22, 11, -1, -10, 13, -4
> COc1ccc(-c2c(C#N)c(N)n(C3OCC(OC(C)=O)C(OC(C)=O)C3OC(C)=O)c(=S)c2C#N)cc1 (stereo not drawn)
  37, 14, -14, 63, 65, 5
> COc1ccc2nc(-c3ccccc3)cc(OCC(=O)O)c2c1
  -30, 10, -13, -16, -8, 21
> COC(=O)[C@H]1C=C[C@H](OC2OC(COC(C)=O)C(OC(C)=O)C(OC(C)=O)C2OC(C)=O)n2c(=O)n(-c3ccccc3)c(=O)n21 (stereo partly drawn)
  8, 16, 6, -48, -1, 14
> O=C(c1ccccc1)C1CCC=C1c1ccccc1 (stereo not drawn)
  -15, -5, -67, -18, 2, -24
> CC(C)CC(N)C(=O)NC(C)C(=O)NC(CC(C)C)C(=O)O (stereo not drawn)
  6, 0, 2, -3, 11, 21
> COc1cccc(/C=C\c2ccc(O)cc2)c1
  87*, 91*, 92*, 92*, 92*, 91*
> CN(C)c1ccc(-c2nc(-c3cc4c(ccc5ccccc54)oc3=O)cs2)cc1
  22, -20, 6, -36, -8, 16
> CC1CCC2C3CCc4cc(O)ccc4C3CCC12C (stereo not drawn)
  -26, 70, -47, 56, 51, 18
> NC(=O)C(F)(F)F
  11, -25, 8, -8, -22, 11
> NC(=O)C(=CNC(=S)c1cccnc1)C(N)=O
  -38, -5, 3, -19, -25, -41
> O=C(CC(O)(C(F)(F)F)C(F)(F)F)c1ccco1
  -4, -3, -6, 1, -1, 11
> NC(=O)NC(N)=O
  13, 19, -34, 22, -10, -10
> COC1(OC)c2no[n+]([O-])c2CCC1O (stereo not drawn)
  -7, 4, 10, -4, -24, -17
> ClC1C2c3ccccc3C1C1C3C=CC(c4c(-c5ccccc5)oc(-c5ccccc5)c43)C21 (stereo not drawn)
  35, 3, -24, 22, 17, 3
> CC(=O)Nc1ccc(/C(C#N)=C/c2ccc(N(C)CCC#N)cc2)cc1
  0, -15, 20, -18, -5, -6
> CCCCc1ccc(Nc2nc(OC)c3ncn(C4CC(O)C(CO)O4)c3n2)cc1 (stereo not drawn)
  88*, 69, 58, 87*, 67, 90*
> CC1(C)Nc2cc3c(cc2-n2cccc21)oc1ccccc13
  17, 30, 46, 27, 39, -4
> COc1ccc2c(c1)C[N+](C)(C)[B-]O2
  -2, 2, -9, 7, 5, -2
> C=C1C(=O)O[C@@H]2C[C@@]3(C)CCC[C@H](C)C3=C[C@H]12
  51, 81*, 41, 69, 82*, 67
> O=C(O)c1ccc(OCCOc2ccccc2)c(Cl)c1
  31, 64, 40, 61, 61, 75*
> O=C1NC(c2ccccc2)(c2ccccc2)C(=O)N1CCCCCCN1C(=O)NC(c2ccccc2)(c2ccccc2)C1=O
  8, -7, 0, 18, 4, 3
> CCCCNc1c(CN)cnc2cc(Cl)ccc12
  -14, 2, -34, -12, -15, -43
> c1ccc(-c2cc3ccccc3[nH]2)cc1
  26, 8, -9, 10, 20, 17
